GLP1R cytotox: cytotoxic in the GLP-1 receptor inverse agonist counter-screen; HEK293 cAMP-luciferase reporter cells, luminescence, 24 h; Potency, µM (series often up to 38.3 µM), without a hit: top-dose activity change, negative = inhibition, most hits filed as inhibitors; actives 0.13% (n = 410,000); AID 624418;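 also: loss of luciferase light is scored as toxicity; potency is read from the fitted curve at half-maximal effect; % is scaled to controls: 0 for no effect and ±100 for the full control effect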
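1536-well qHTS counterscreen of the MLSMR; 200 cells/uL, 12 h pre-incubation, 23 nL cpd, 24 h at 37 deg C 5% CO2, luciferase detection reagent, 12 min RT, luminescence. Inhibition = undesired.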
GLP1R inv ag: GLP-1 receptor (human) inverse agonism; P43220; HEK293 GLP-1R CRE-luciferase, luminescence, 24 h; GLP-1R form is constitutively active; Potency, µM (top dose mostly 38.3 µM), for inactives: at the highest dose activity change, negative = inhibition, hits mostly inhibitors; actives 1.6% (n = 410,000); also: potency is read from the fitted curve at half-maximal effect; % is scaled to controls: 0 for no effect and ±100 for the full control effect; nearly all actives have a fitted effect of over 55% in size
Target sequence (P43220 whole entry, looked up): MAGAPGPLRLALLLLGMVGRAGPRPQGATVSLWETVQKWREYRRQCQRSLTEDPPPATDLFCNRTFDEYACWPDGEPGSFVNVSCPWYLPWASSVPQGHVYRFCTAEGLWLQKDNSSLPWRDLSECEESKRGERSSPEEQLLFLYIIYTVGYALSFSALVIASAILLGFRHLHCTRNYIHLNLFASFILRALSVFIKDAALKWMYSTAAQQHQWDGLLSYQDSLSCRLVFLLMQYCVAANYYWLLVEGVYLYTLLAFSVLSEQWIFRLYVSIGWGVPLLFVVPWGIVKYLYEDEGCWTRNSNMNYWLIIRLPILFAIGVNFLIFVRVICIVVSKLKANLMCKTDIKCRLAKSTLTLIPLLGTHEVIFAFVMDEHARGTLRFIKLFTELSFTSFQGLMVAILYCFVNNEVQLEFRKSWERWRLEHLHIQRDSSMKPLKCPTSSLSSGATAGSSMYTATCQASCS
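Seeding at 200 cells/uL, 12 h culture, 24 hr compound treatment, then luciferase reagent and a luminescence read; cells are HEK293 stably expressing a constitutively active GLP-1R plus cAMP-responsive luciferase.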
PTHR1 ag: activates the human parathyroid hormone receptor PTHR1. Q03431. HEK293 GP2 PTHR1 cells, GloSensor cAMP luminescence, 1 h. Potency, µM (top dose mostly 115 µM), for inactives: top-dose activation, most hits filed as activators. actives 0.075% (n = 410,000); also: potency is read from the fitted curve at half-maximal effect; nearly all actives have a fitted effect of over 55% in size; some results filed as inactive show a strong effect at the top dose; inactives centre near -15; many of its hits are not listed in these tables
Target sequence (Q03431 whole entry, looked up): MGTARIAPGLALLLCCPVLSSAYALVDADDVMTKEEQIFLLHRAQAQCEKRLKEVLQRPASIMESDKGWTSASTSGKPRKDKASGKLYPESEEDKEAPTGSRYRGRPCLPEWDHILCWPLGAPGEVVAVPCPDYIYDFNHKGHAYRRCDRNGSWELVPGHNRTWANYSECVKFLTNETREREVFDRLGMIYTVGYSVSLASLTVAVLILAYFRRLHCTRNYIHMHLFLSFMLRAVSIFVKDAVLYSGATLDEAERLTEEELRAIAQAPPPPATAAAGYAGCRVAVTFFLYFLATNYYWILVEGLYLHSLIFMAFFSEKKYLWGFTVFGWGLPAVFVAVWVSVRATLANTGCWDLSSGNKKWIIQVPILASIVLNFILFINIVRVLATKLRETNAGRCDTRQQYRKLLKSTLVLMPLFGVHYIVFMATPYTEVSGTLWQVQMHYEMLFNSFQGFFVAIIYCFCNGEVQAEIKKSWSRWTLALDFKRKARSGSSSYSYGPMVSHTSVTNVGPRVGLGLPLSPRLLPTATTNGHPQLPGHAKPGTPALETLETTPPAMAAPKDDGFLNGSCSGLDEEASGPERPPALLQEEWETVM
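HEK-293-derived GP2 cells expressing PTHR1 and a GloSensor cAMP reporter, 3,000/well, plated overnight, given luciferin plus IBMX (each 0.5 mM as added) for 1 h at 37 °C, then compound for 1 h at 37 °C. Luminescence was read after 15 min at room temperature.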
DRD3 antagonist: antagonists of human D3 dopamine receptor; P35462; D3R cells, DiscoveRx beta-arrestin luminescence, antagonist mode; hits give low values; max response, negative = inhibition, %; actives 2.5% (n = 360,000); AID 652054; in the data active = max response below about -50%; inconclusive = no clear call, values can overlap the other calls; also: % is scaled to controls: 0 for no effect and ±100 for the full control effect; mostly tested at two doses, the higher about 12 µM
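Cells expressing the human receptor were seeded at 1500 cells/well, incubated overnight at 37 degrees C in 5% CO2, then exposed to library compounds with dopamine controls for 90 minutes at 37 degrees C before luminescent detection.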
DRD3 agonist: D3 dopamine receptor (human) agonism | D3R DiscoveRx beta-arrestin cells, luminescence, 90 min | max activation, % | actives 0.58% (n = 410,000) | P35462; in the data active = max activation above about 30%; also: 0% is about no effect; mostly tested at two doses, the higher about 12 µM
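Agonist mode: compounds and dopamine controls were applied to plated cells for 90 min at 37 degrees C after an overnight attachment at 1500 cells/well. Luminescent read-out followed 30 - 60 minutes at room temperature with DiscoveRx detection reagent.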
aSyn rescue: alpha-synuclein toxicity inhibition in yeast | Yeast expressing alpha-synuclein, growth rescue, BacTiter-Glo, 24 h | Potency, µM (titrated, usually from 46.1 µM), for the others: at the top dose growth rescue (activation), usual class: activators | actives 0.14% (n = 370,000) | AID 652106; also: potency is read from the fitted curve at half-maximal effect; % of control where 0% means no effect; nearly all actives have a fitted effect of over 65% in size
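Galactose-induced alpha-syn yeast (OD600=0.02, raffinose-pregrown) + pinned cpd, 24 hr, 30 deg C; growth by BacTiter-Glo luminescence. Growth restoration scores as activation.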
TDP43 rescue: rescues yeast growth from TDP-43 toxicity; TDP-43 expressing yeast growth rescue, BacTiter-Glo, 24 h; Potency, µM (highest dose often 46.1 µM), without a hit: at the top dose growth rescue (activation), most hits filed as activators; actives 1.8% (n = 410,000); also: potency is read from the fitted curve at half-maximal effect; % of control where 0% means no effect; nearly all actives have a fitted effect of over 50% in size
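Yeast cells expressing TDP-43 under galactose induction are exposed to compounds for 24 hr at 30 deg C. BacTiter-Glo luminescence measures growth, so protective compounds score as activators.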
KB-V1 cytotox: kills drug-selected multidrug resistant KB-V1 cells | actives 3.4% (n = 400,000) | KB-V1 MDR cells viability, CellTiter-Glo, 72 h | Potency, µM (series often up to 46.1 µM), for the others: top-dose activity change, negative = cytotoxicity, hits mostly cytotoxic | AID 1347076; also: potency is read from the fitted curve at half-maximal effect; % is scaled to controls: 0 for no effect and ±100 for the full control effect; nearly all actives have a fitted effect of over 60% in size
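Compound-treated KB-V1 multidrug-resistant cells, 72 h, 37 degrees C; viability by CellTiter-Glo. Fitted qHTS curves give the values.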
GLP-1R agonist: GLP-1 receptor (human) agonism; HEK293 GLP-1R CRE-luciferase, luminescence, 4-6 h; cells express a hypersensitive GLP-1R form; Potency, µM (highest dose often 45.6 µM), for inactives: top-dose activation, most hits filed as activators; actives 0.007% (n = 380,000); also: potency is read from the fitted curve at half-maximal effect; % of control where 0% means no effect
The depositor's hits bear a star; i = inactive; u = inconclusive; x = no result given; [ ] = remark or other dose. Unless noted, calls follow the shape of the dose curve; as a rule, active = well fitted curve in the direction sought with a large enough effect; inconclusive = small, poorly fitted or top-dose-only effect, or another doubt; inactive = no such curve, though single readings can be large; an effect the other way counts as inactive or inconclusive. These rows are one share of the data; rates above refer to the full screens.

SMILES | GLP1R cytotox | GLP1R inv ag | PTHR1 ag | DRD3 antagonist | DRD3 agonist | aSyn rescue | TDP43 rescue | KB-V1 cytotox | GLP-1R agonist
Nc1c(C(=O)NCc2cccnc2)sc(=S)n1-c1ccccc1 | 2.7% | 0.0% | u | 5.1 | 17.6 | -12.5% | -2.0% | u | 10.1%
COc1ccccc1N(CC(=O)NC1CCCC1)C(=O)CCC(=O)Nc1ccccn1 | -2.1% | 11.8% | i | -5.4 | 2.9 | 4.6% | -2.2% | -14.3% | 7.6%
CCOC(=O)c1cnc2scnn2c1=O | 2.3% | -12.7% | -7.9% | -2.3 | -10.5 | -12.8% | 9.9% | 5.8% | 0.9%
c1ccc(CCCN2CCN(c3ccccn3)CC2)cc1 | 1.0% | -9.8% | -49.3%[inhibitor] | -62.5* | 11.3 | -2.0% | -2.4% | -6.5% | -2.2%
CCN1CCN(C(=O)c2ccc(CS(=O)Cc3ccc(C)cc3)o2)CC1 (stereo not drawn) | 3.6% | -13.9% | i | -1.6 | -3.9 | 4.4% | 3.3% | -4.0% | -3.9%
COc1ccc(O)c(/C=N/NC(=S)Nc2cccc(S(=O)(=O)N(C)C)c2)c1 | -1.9% | u | -0.1% | 47.7 | 2.4 | -7.7% | 10.9% | 4.11µM* | 4.9%
Cc1c(Cl)cccc1Nc1nc(N)nc(CSc2ncccn2)n1 | 3.1% | 0.0% | 29.1%[57.5 µM] | 39.0 | 0.0 | 3.3% | 27.7% | 18.4µM* | 11.8%
COC(=O)CCCn1cc(CN2CC(N3CCN(Cc4cccc(C)c4)CC3)CS2(=O)=O)nn1 (stereo not drawn) | 5.1% | 0.3% | -14.8% | u | -5.7 | -13.2% | 10.6% | u | 12.8%
CC(OC(=O)Cc1ccc(F)cc1)C(=O)NCc1ccc2c(c1)OCO2 (stereo not drawn) | 6.3% | -19.2% | 9.5% | 8.3 | 3.3 | 2.8% | 25.7% | 15.1% | -0.4%
Cc1ccc(C)c(NC2=C(c3ccc(C(F)(F)F)cc3)C(=O)c3ccccc32)c1 | 0.7% | -16.1% | i | x | 0.5 | x | 9.0% | 0.2% | x
O=C(NCCCN1CCOCC1)c1cc(S(=O)(=O)N2CCN(c3ccccc3)CC2)ccc1Cl | -5.1% | u | i | 0.6 | -5.8 | 2.2% | -0.7% | 4.0% | 6.8%
Cc1ccc2c(c1)-c1nc(-c3ccccc3)cc(-c3ccccc3)c1CO2 | -2.0% | 3.6% | -22.9% | x | 2.6 | x | 13.9% | 16.1% | 0.8%
COc1cc(/C=N/NC(=O)C[n+]2ccccc2)cc(OC)c1OC | -11.5% | 12.4% | i | 2.6 | 3.3 | 5.5% | 16.4% | u | -1.0%
CCC(CC)C(=O)NCCc1cc2ccc(C)cc2[nH]c1=O | -7.6% | 1.0% | i | -7.3 | -1.9 | 1.3% | 15.8% | 0.8% | 10.4%
O=C1c2ccccc2C(c2nnnn2Cc2ccccc2)N1Cc1ccc(F)cc1 (stereo not drawn) | 5.4% | -4.8% | -91.1%[inhibitor] | -10.8 | -6.9 | 2.8% | 0.0% | u | 6.9%
CCC(=O)Nc1c2c(nc3c1CCC3)CCCC2 | 3.0% | -4.6% | i | 8.7 | 3.7 | -0.8% | 10.8% | 21.3% | -5.7%
COC(=O)[C@@]12CCCCN1[C@H](c1ccc(-c3ccc(F)cc3)c(OC)c1)[C@H]1C(=O)N(C)C(=O)[C@H]12 | u | 7.3% | i | 0.0 | 27.4 | 4.6% | 13.5% | u | -5.4%
O=C(O)CCC(=O)N1CCN(c2nc(-c3ccccc3)c3ccccc3n2)CC1 | 88.0%[activator] | 29.8% | -19.1% | 12.9 | 2.9 | 10.1% | 17.6% | 15.2% | 0.5%
COc1ccc(C2C(C(=O)Nc3ccc4c(c3)OCCO4)c3ccccc3C(=O)N2C)cc1 (stereo not drawn) | 20.3% | 28.2% | i | -8.2 | 2.5 | 7.6% | -6.3% | -17.1% | 9.3%
CCOC(=O)N1CCN(c2cc(=O)n(-c3cccc(C)c3)c(=O)[nH]2)CC1 | 0.5% | 27.0% | u | -0.2 | -8.0 | -2.6% | -17.5%[0.397 µM] | -14.4% | 2.4%

The closing 4 entries of the part before are carried over, then new ones follow:
SMILES | GLP1R cytotox | GLP1R inv ag | PTHR1 ag | DRD3 antagonist | DRD3 agonist | aSyn rescue | TDP43 rescue | KB-V1 cytotox | GLP-1R agonist
COC(=O)[C@@]12CCCCN1[C@H](c1ccc(-c3ccc(F)cc3)c(OC)c1)[C@H]1C(=O)N(C)C(=O)[C@H]12 | u | 7.3% | i | 0.0 | 27.4 | 4.6% | 13.5% | u | -5.4%
O=C(O)CCC(=O)N1CCN(c2nc(-c3ccccc3)c3ccccc3n2)CC1 | 88.0%[activator] | 29.8% | -19.1% | 12.9 | 2.9 | 10.1% | 17.6% | 15.2% | 0.5%
COc1ccc(C2C(C(=O)Nc3ccc4c(c3)OCCO4)c3ccccc3C(=O)N2C)cc1 (stereo not drawn) | 20.3% | 28.2% | i | -8.2 | 2.5 | 7.6% | -6.3% | -17.1% | 9.3%
CCOC(=O)N1CCN(c2cc(=O)n(-c3cccc(C)c3)c(=O)[nH]2)CC1 | 0.5% | 27.0% | u | -0.2 | -8.0 | -2.6% | -17.5%[0.397 µM] | -14.4% | 2.4%
O=C(Cn1c(-c2cccs2)cc2cc(F)ccc21)N1CCN(c2ccccc2)CC1 | -5.6% | u | -22.6% | x | 8.6 | x | 9.8% | 2.2% | x
CC(C)NC(=O)C1(C)CCCN1Cc1ccccc1 (stereo not drawn) | 0.4% | 7.6% | -21.2% | -19.4 | -3.9 | 0.5% | 14.2% | -18.9% | 7.0%
CCOC(=O)c1c[nH]c2c(Cl)c(Cl)ccc2c1=O | -11.8% | 10.4% | -15.4%[57.5 µM] | 4.6 | -1.2 | 0.5% | -12.3% | 11.4% | -19.3%
CN(CCOc1ccc(Cl)cc1)C(=O)C1CCN(C(=O)c2ccc(F)cc2)CC1 | -16.2% | -23.3% | i | 34.5 | 9.0 | -11.1% | 0.0% | x | 0.0%
Cc1ccc(-c2noc(CN(C(=O)CCN3C(=O)c4ccccc4C3=O)C(C)C)n2)cc1 | 2.1% | -6.3% | i | 28.6 | 6.5 | 10.0% | 22.5% | u | 0.0%
CCOc1ccc(-n2ccnc2SCC(=O)Nc2cc(C)ccc2C)cc1 | 13.6% | -4.3% | i | x | 11.9 | x | u | x | x
COc1ccc(CN(C)C(=O)c2ccc(Oc3ccccc3)cc2)cc1F | -13.7% | u | -20.8% | -28.7 | -3.1 | 0.8% | 5.9% | u | 25.8%
CCCCn1c(-c2ccsc2)nc2c1c(=O)[nH]c(=O)n2CCC | -2.7% | 0.8% | -3.9% | -9.1 | 1.9 | -17.3% | 10.0% | u | 5.2%
Cc1c(Cl)cccc1NC(=O)Cn1cc(C(F)(F)F)cc(Cl)c1=O | 10.5% | -2.3% | i | 3.7 | 0.4 | 6.0% | -15.8% | -2.4% | 1.7%
CCOc1ccc(S(=O)(=O)Nc2cc(OC)ccc2OC)cc1 | u | -58.0% | -11.9% | -29.1 | -5.1 | 3.1% | 5.4% | 0.411µM* | 16.8%
COc1ccc(OC)c(-c2nn(-c3ccccc3)cc2C(=O)NCC(c2cccs2)N2CCOCC2)c1 (stereo not drawn) | -3.9% | -21.8% | i | -2.4 | 1.0 | 0.9% | 3.4% | 25.0% | 15.0%
O=C(Nc1ccccc1-c1nnc(SCc2ccc(Cl)cc2)o1)c1ccccc1 | -4.6% | 6.5% | -17.9%[57.5 µM] | 9.2 | 5.6 | -0.9% | -0.1% | u | -0.1%
Cc1cc2ncn(S(=O)(=O)c3ccc(S(N)(=O)=O)cc3)c2cc1C | -4.4% | 2.4% | i | 9.9 | 3.5 | 4.3% | -15.3% | 6.7% | -2.8%
CCOC(=O)[C@]12CCCC=C1N(Cc1ccco1)C(=O)[C@H](CC(=O)N1CCN(C(=O)c3ccco3)CC1)C2 | -5.6% | -0.5% | i | 0.0 | 7.1 | 4.5% | 12.2% | -24.2% | -2.0%
O=C(CN1C(=O)/C(=C/c2cccc(Br)c2)SC1=S)NC1=NCCS1 | 0.6% | 46.3%[activator] | -14.1% | -0.2 | 6.4 | 5.4% | -4.5% | 11.0% | -1.7%
C[C@@H]1CN([C@@H](C)CO)S(=O)(=O)c2ccc(Br)cc2O[C@H]1CN(C)C(=O)Nc1ccc2c(c1)OCO2 | 0.8% | 11.0% | 25.7% | -18.8 | -8.5 | u | 0.0% | 14.0% | 20.6%
CCOc1ccc(N(CC(=O)NCc2ccccc2)S(=O)(=O)c2c(C)noc2C)cc1 | u | u | i | u | -0.4 | -0.2% | 23.9% | -8.8% | 5.4%
O=C(c1cc(Br)c(Br)s1)N1CCc2ccccc2C1 | 3.8% | u | -28.3% | -18.7 | -3.2 | u | 5.9% | -19.7% | 2.6%
COc1ccc(CCC(C)NCc2cccc(Br)c2)cc1 (stereo not drawn) | 1.0% | u | i | -68.3* | -8.2 | 3.2% | 15.3% | u | 22.7%
CC1CCCN(C(=O)COC(=O)C2=COCCO2)C1 (stereo not drawn) | -9.8% | -4.4% | i | 1.7 | -4.0 | 2.6% | -13.9% | 8.2% | -0.4%
CCCC(=O)N1CCC1(C)C(=O)Nc1ccc2nccnc2c1 (stereo not drawn) | -3.6% | -3.0% | -0.2% | -9.4 | -1.5 | 5.1% | 14.8% | -0.7% | -3.3%
Cc1sc2ncnc(OCC(=O)NCc3cccs3)c2c1C | 4.1% | 0.0% | -24.0% | -82.8* | 7.0 | 0.2% | -18.4% | 2.4% | -2.3%
COc1cccc(OC(=O)CSc2nnc(-c3cccs3)o2)c1 | -5.7% | 25.5% | u | x | -4.0 | x | 3.5% | 20.0% | x
Cc1cc(=O)oc2c3c(ccc12)OC/C3=N/N | 9.1% | -19.8% | i | -4.7 | 1.6 | -7.4% | -22.0% | 0.9% | -0.1%
